# RGS7-Gao reg: regulators of human RGS7-Galphao interaction; Multiplexed bead flow cytometry, RGS7-Galphao binding; actives lie on both sides; binding response (% of control), % at 10 µM; 0.35% of 220,000 active; AID 1439; in the data active means binding response below about 49% or above about 150%; inconclusive means no clear call, values can overlap the other calls; inactive means in between;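 further: fluorescent Galphao held in activated GDP-AlF4 state binding bead-coupled RGS7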
# Target sequence (P09471 whole entry, looked up): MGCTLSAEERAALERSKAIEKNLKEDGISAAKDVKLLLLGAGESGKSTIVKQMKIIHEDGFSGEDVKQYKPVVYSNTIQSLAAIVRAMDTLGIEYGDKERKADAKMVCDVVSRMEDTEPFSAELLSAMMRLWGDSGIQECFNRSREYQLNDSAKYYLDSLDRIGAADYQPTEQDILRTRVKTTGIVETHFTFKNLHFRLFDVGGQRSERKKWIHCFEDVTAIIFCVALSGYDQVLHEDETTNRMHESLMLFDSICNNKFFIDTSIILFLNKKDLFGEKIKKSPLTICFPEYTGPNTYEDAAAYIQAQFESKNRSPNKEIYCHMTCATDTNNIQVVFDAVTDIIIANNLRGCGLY
# Bim-Bcl-2: human Bim-Bcl-2 interaction inhibition | Bead-based flow cytometry, Bim peptide-Bcl-2 binding | inhibition, % at 10 µM | AID 950 | 0.06% of 190,000 active; in the data active means inhibition above about 40%; inconclusive means no clear call, values can overlap the other calls;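 further: 0% = no compound wells with probe peptide and 100% = reference peptide inhibitor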
# Target sequence (P10415 whole entry, looked up): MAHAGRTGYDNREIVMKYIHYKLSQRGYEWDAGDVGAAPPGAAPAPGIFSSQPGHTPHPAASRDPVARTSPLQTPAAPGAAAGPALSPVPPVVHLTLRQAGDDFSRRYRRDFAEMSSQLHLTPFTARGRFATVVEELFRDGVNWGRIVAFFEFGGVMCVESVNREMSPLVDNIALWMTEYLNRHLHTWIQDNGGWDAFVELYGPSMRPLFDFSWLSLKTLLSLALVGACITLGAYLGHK
# Bim-Bfl-1: inhibitors of Bim-Bfl-1 interaction, human; Q16548; Bead-based flow cytometry, Bim-Bfl-1 binding inhibition; inhibition, % at 10 µM; 0.12% of 190,000 active;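 further: 0% = wells without compound plus tracer and 100% = blocker peptide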
# Bcl-B Bim block: human Bim-Bcl-B interaction inhibition; Q9HD36; bead-based flow cytometry, Bim peptide-Bcl-B binding; inhibition, % at 10 µM; 0.073% of 190,000 active;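 further: 0% = tracer peptide without compound and 100% = reference inhibitor peptide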
# Bcl-W Bim block: inhibitors of Bim-Bcl-W interaction, human; Q92843; AID 952; bead-based flow cytometry, Bim peptide-Bcl-W binding; inhibition, % at 10 µM; 0.02% of 190,000 active;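 further: 0% = bound tracer without compound and 100% = peptide blocker; higher means less fluorescent Bim peptide bound to Bcl-W beads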
# RGS8-Gao reg: human RGS8-Galphao interaction regulation; 0.34% of 220,000 active; response (percent of control binding), % at 10 µM; AID 1423; multiplexed bead flow cytometry, RGS8-Galphao binding; actives lie on both sides; in the data active means response below about 60% or above about 140%; inactive means in between;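 further: Galphao activated as the GDP aluminium fluoride complex binding bead-coupled RGS8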
# ABCG2 inh: human ABCG2 inhibition, ABCB1 as counter-screen; Q9UNQ0; IgMXP3 cells, JC-1 efflux, flow cytometry; inhibition, % at 6.6 µM; 0.1% of 190,000 active; AID 1325;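 active means inhibition above 80%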;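 further: 0% = DMSO and 100% = nicardipine control wells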
#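 Times: 10 min at 25 °C | Test system: Two drug-resistant human cell lines, ABCG2 and ABCB1 | Quantity: 3 million cells/mL final, two lines in 1:1 ratio | Signal: Flow cytometry, 530 nm JC-1 signal | Dosing: Compound at 6.6 µM | Controls: Nicardipine and DMSO wells | Reagent: JC-1 as fluorescent efflux pump substrate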
# ABCB1 block: blocks JC-1 efflux by human ABCB1 transporter. CCRF-Adr cells, flow cytometry. inhibition, % at 6.6 µM. 0.067% of 190,000 active. AID 1326; in the data active means inhibition above about 40%;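 further: 0% = vehicle and 100% = reference inhibitor; higher value means more JC-1 retained so stronger ABCB1 efflux block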
# Bim-Bcl-XL: disrupts Bim peptide binding to human Bcl-XL; bead flow cytometry, fluorescence; inhibition, % at 10 µM; 0.04% of 190,000 active; AID 1007
# Target sequence (Q07817 whole entry, looked up): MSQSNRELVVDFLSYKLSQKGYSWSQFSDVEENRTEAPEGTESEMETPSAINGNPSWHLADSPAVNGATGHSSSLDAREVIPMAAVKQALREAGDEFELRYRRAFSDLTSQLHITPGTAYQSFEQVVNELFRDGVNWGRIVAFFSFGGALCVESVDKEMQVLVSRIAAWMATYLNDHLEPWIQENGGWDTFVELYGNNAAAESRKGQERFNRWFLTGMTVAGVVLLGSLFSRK
# RGS4-Gao reg: modulates binding of RGS4 to human Galphao; P09471; Multiplexed bead flow cytometry; actives lie on both sides; binding response (% of control), % at 10 µM; 0.33% of 220,000 active; AID 1415; in the data active means binding response below about 49% or above about 150%; inactive means in between;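 further: fluorescent Galphao activated with aluminum fluoride binding bead-coupled RGS4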
# Bim-Mcl-1: human Bim-Mcl-1 interaction inhibition. 0.1% of 190,000 active. Bead-based flow cytometry, Bim peptide-Mcl-1 binding. Q07820. inhibition, % at 10 µM;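 further: 0% = no compound tracer wells and 100% = peptide blocker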
# * = called active by the depositor; ? = inconclusive; . = not tested or not shown. Unless noted, no stated cut-off is given here; in the data, active means inhibition above about 40%. Compounds as they come; overall some 0.94% were active at least once.
no.	Molecule	RGS7-Gao reg	Bim-Bcl-2	Bim-Bfl-1	Bcl-B Bim block	Bcl-W Bim block	RGS8-Gao reg	ABCG2 inh	ABCB1 block	Bim-Bcl-XL	RGS4-Gao reg	Bim-Mcl-1
1	Cc1ccc(C)c(NC(=S)NCCSc2ccc(Cl)cc2)c1	96	0	5	2	-2	102	2	-0.2	-3	97	-7
2	COc1ccc(N(CC(=O)NCc2ccco2)S(C)(=O)=O)cc1Cl	101	1	0	0	0	101	1	0.1	0	101	0
3	O=C1C2C3C=CC(C3)C2C(=O)N1c1ccc(-c2nc3ccccc3c(=O)o2)cc1 (stereo not drawn)	110	-2	-7	0	0	106	6	1.1	-3	104	1
4	COc1ccc2c(c1)C(SCC(=O)NCCc1ccccc1)CC(C)(C)O2 (stereo not drawn)	.	-3	1	0	-1	.	7	1.7	-4	.	0
5	COCCn1c(SCc2nc3sc(C(=O)OC)c(C)c3c(=O)[nH]2)nc2ccccc21	98	2	1	-8	1	100	0	0.1	-2	93	0
6	COc1ccccc1OCC(=O)Nc1oc(-c2ccccc2)c(-c2ccccc2)c1C#N	101	-8	-13	-4	0	103	54	0.3	-5	101	-1
7	O=C1CC(c2ccc(F)cc2)Sc2ccccc2N1 (stereo not drawn)	102	0	-5	0	3	102	1	0.2	2	102	2
8	Cc1ccc(CN(c2ccc(C(=O)N3CCCC3)cc2)S(C)(=O)=O)cc1	99	-3	-1	0	1	99	3	0.9	0	101	0

# Profiles, looked up by structure.
# `Cc1ccc(CN(c2ccc(C(=O)N3CCCC3)cc2)S(C)(=O)=O)cc1` across the screens: RGS7-Gao reg = 99; Bim-Bcl-2 = -3; Bim-Bfl-1 = -1; Bcl-B Bim block = 0; Bcl-W Bim block = 1; RGS8-Gao reg = 99; ABCG2 inh = 3; ABCB1 block = 0.9; Bim-Bcl-XL = 0; RGS4-Gao reg = 101; Bim-Mcl-1 = 0
# `O=C1CC(c2ccc(F)cc2)Sc2ccccc2N1` (stereo not drawn) across the screens: RGS7-Gao reg = 102; Bim-Bcl-2 = 0; Bim-Bfl-1 = -5; Bcl-B Bim block = 0; Bcl-W Bim block = 3; RGS8-Gao reg = 102; ABCG2 inh = 1; ABCB1 block = 0.2; Bim-Bcl-XL = 2; RGS4-Gao reg = 102; Bim-Mcl-1 = 2

# Going on with the list:
no.	Molecule	RGS7-Gao reg	Bim-Bcl-2	Bim-Bfl-1	Bcl-B Bim block	Bcl-W Bim block	RGS8-Gao reg	ABCG2 inh	ABCB1 block	Bim-Bcl-XL	RGS4-Gao reg	Bim-Mcl-1
9	CCOCCc1nnc(NC(=O)c2ccc(OC)c(OC)c2)s1	100	-6	-10	-5	-1	98	9	1.0	-3	93	-1
10	COc1ccc(Cc2nc3ccccc3n2CC(=O)N/N=C/c2ccc(O)cc2)cc1OC	108	0	0	5	2	105	15	3.3	5	106	0
11	COc1cc(-c2nnn(CC(=O)N3CCOCC3)n2)cc(OC)c1OC	99	0	-9	-4	5	98	2	0.3	-1	96	4
12	CC(C)c1ccc(N2CC(C(=O)Nc3nccs3)CC2=O)cc1 (stereo not drawn)	101	-11	-13	-8	-1	104	3	0.7	-3	104	-2
13	O=c1c(Cl)c(NCc2ccco2)cnn1C12CC3CC(CC(C3)C1)C2	94	15	9	13	4	98	17	0.9	2	97	5
14	CC(C)(C)NC(=O)Cn1c(-c2nonc2N)nc2ccccc21	98	-3	-1	-2	-1	99	2	0.4	0	99	-2
15	Cc1cccc(NC(=O)NNC(=O)c2sccc2-n2cccc2)c1	?	-2	-5	-7	-4	118	0	0.3	-4	123	0
16	CCCCCC(=O)N/N=C/c1ccco1	98	0	-1	-5	-2	96	1	0.4	-7	99	-6
17	O=C1CSC(c2ccccc2[N+](=O)[O-])N1c1cccc(F)c1 (stereo not drawn)	91	0	0	2	-5	97	7	0.8	4	98	-1
18	CCc1cc2c(NCCN3CCCCC3)ncnc2s1	100	-2	-1	5	-1	88	1	0.1	-10	99	2
19	COc1ccc(/C=C/C(=O)c2oc3ccc(F)cc3c2C)cc1	109	-1	-1	-9	-5	102	8	1.0	-4	102	-6
20	Cc1cc(C)cc(NC(=O)C2CCN(c3nc(C)cc(C)n3)CC2)c1	98	-10	-12	-23	1	101	7	-1.0	-7	103	-57
21	Cc1ccc(S(=O)(=O)Nc2ccc(N3CCCCC3)cc2)cc1	103	10	11	-3	1	99	-1	-0.4	3	101	4
22	Cc1cccc(NC(=O)NNC(=O)c2ccc(C)c([N+](=O)[O-])c2)c1	102	1	-4	-3	0	101	1	0.4	-1	101	1
23	CCOC(=O)Cn1c2ccccc2n2nc(CCC(=O)O)c(=O)nc12	100	-4	-5	-3	-1	101	0	0.1	-3	101	-2
24	CCOC(=O)c1nn(-c2ccc(F)cc2)c2nc(CC(C)C)c(C#N)c(=O)n12	101	-7	2	1	-2	103	6	1.4	-3	102	0

# Rewritten in transposed form: entries from further up.
(19) COc1ccc(/C=C/C(=O)c2oc3ccc(F)cc3c2C)cc1
(20) Cc1cc(C)cc(NC(=O)C2CCN(c3nc(C)cc(C)n3)CC2)c1

assay / compound	19	20
RGS7-Gao reg	109	98
Bim-Bcl-2	-1	-10
Bim-Bfl-1	-1	-12
Bcl-B Bim block	-9	-23
Bcl-W Bim block	-5	1
RGS8-Gao reg	102	101
ABCG2 inh	8	7
ABCB1 block	1.0	-1.0
Bim-Bcl-XL	-4	-7
RGS4-Gao reg	102	103
Bim-Mcl-1	-6	-57

# Additional compounds
no.	Molecule	RGS7-Gao reg	Bim-Bcl-2	Bim-Bfl-1	Bcl-B Bim block	Bcl-W Bim block	RGS8-Gao reg	ABCG2 inh	ABCB1 block	Bim-Bcl-XL	RGS4-Gao reg	Bim-Mcl-1
25	CC(N)c1ccc(Cl)cc1Cl (stereo not drawn)	103	-4	-7	-10	-4	101	14	0.1	-11	104	-3
26	O=c1c2c([nH]c3ccccc13)CCCCCC2	98	-10	-9	-6	-1	101	4	1.0	-9	100	-5
27	Cc1cc(=O)c2ccccc2s1	103	-2	-5	-1	0	105	2	0.6	-3	106	1
28	CC(C)CCNC(=O)NC(=O)COC(=O)/C=C/c1cc(Br)ccc1F	101	0	-4	-3	-1	97	1	0.3	-1	99	-5
29	Cc1ccc(C)n1-c1sc2c(c1C#N)CCCC2	99	11	1	-4	0	101	1	-0.1	0	104	-1
30	Cc1cccc(N(C)S(=O)(=O)c2ccc3c(c2)CCC(=O)N3)c1	102	-4	-12	-10	0	103	40	-1.2	-6	100	-3
31	CCN(CC)CCSc1nc(O)c(-c2ccccc2)c(=O)[nH]1	101	-4	-16	-8	-5	103	4	1.3	-7	102	-3
32	Cc1ccc(S(=O)(=O)NCC(=O)OC(C)C(=O)Nc2ncc(Cl)cc2Cl)cc1 (stereo not drawn)	98	-4	-12	-5	0	101	0	0.1	-2	102	0
33	Cc1ccccc1Nc1nc(Nc2ccccc2C)nc(SC2=NCCS2)n1	94	-2	0	-4	-4	100	-1	-0.1	-9	100	-4
34	CCOC(=O)c1c(NC(=O)c2cccs2)sc2c1CCN(C(=O)OCC)C2	98	-4	1	-5	0	96	6	4.0	-2	99	-3
35	O=C(Nc1ccccc1)NC1CCCc2ccccc21 (stereo not drawn)	?	-1	-5	-4	0	101	9	0.8	0	99	0
36	CCOc1ccc(N(CC(=O)O)S(=O)(=O)c2ccc(F)cc2)cc1	100	-8	-14	-10	-2	103	2	-0.8	-10	98	-4
37	COc1cc(C2C(C#N)=C(N)Oc3n[nH]c(-c4cccs4)c32)cc(OC)c1O (stereo not drawn)	93	-4	-5	-4	-3	99	1	1.3	-2	97	0
38	CCN1C(=O)C(=O)N(CC(=O)Nc2ccccc2Oc2ccccc2)C1=O	101	-3	-6	-3	-5	101	5	1.0	-4	99	0
39	Cn1cc([N+](=O)[O-])c(C(=O)N/N=C/c2ccc3c(c2)OCO3)n1	101	-1	2	-2	-2	100	6	-0.5	-5	100	-5
40	CCCC(=O)Nc1ccccc1-c1nnn(CC(=O)Nc2ccc(OCC)cc2)n1	103	-9	-22	-7	-3	102	36	0.8	-5	100	-6
41	C=CCn1c(SCC(=O)Nc2sccc2C#N)nc2sc(C)c(C)c2c1=O	90	-1	-3	-3	-6	98	3	0.2	-4	92	-4
42	CN(C)S(=O)(=O)c1ccc(N2CCOCC2)nc1	90	-5	-7	-8	-2	96	0	-0.3	-9	97	-4
43	COc1cnc(SCCC(F)=C(F)F)[nH]c1=O	100	-6	-6	-3	-2	101	9	1.5	-2	99	-7
44	COc1ccccc1C(=O)Nc1ccc(OCc2nnc3c4ccccc4c(C)nn23)cc1	98	-8	-12	-10	-5	101	7	2.3	-4	102	0
45	COC(=O)CN1C(=O)S/C(=C/c2ccc(N3CCCCC3)o2)C1=O	110	-15	8	-18	-8	92	19	1.1	-5	113	-10
46	Cc1cccc(C)c1NC(=O)CSc1nnc(C)n1CC1CCCO1 (stereo not drawn)	98	1	0	-1	0	100	0	-0.4	0	99	-1
47	COC(=O)[C@@]1(Cc2ccc(OC)cc2)[C@H]2c3cc(C(=O)N4CCCC4)n(CCSCCO)c3C[C@H]2CN1C(=O)c1ccccc1	98	-2	-4	-4	-1	102	10	2.1	-4	101	-3
48	O=C(NS(=O)(=O)c1ccc(Cl)cc1)c1ccccc1	?	0	-1	0	1	99	3	0.8	-1	100	4
49	CC1(C)CC(=O)C(C=NCCN2CCOCC2)=C(O)C1	98	-3	-8	-4	0	99	0	0.1	-10	99	0
50	COc1cccc(/C=C/C(=O)c2cccc([N+](=O)[O-])c2)c1OC	?	0	15	0	0	96	14	1.9	-1	96	0
51	COc1ccccc1/C=N/NC(=O)c1ccccc1NS(=O)(=O)c1ccc(C)cc1	101	0	0	0	0	103	-2	-0.3	-3	102	0
52	O=C(CN1CCN(S(=O)(=O)c2ccc(F)cc2)CC1)Nc1ccc2c(c1)OCCO2	98	-2	-2	-3	-2	101	3	0.9	-2	103	-1
53	O=C(NCCNc1ccc([N+](=O)[O-])cc1)c1cccc2c(Br)cccc12	94	-5	-8	-7	-2	100	10	0.7	-6	95	-1
54	O=C(CSc1ccc2c(c1)OCCO2)Nc1cccnc1	100	7	5	-1	-1	101	-1	-0.5	5	97	2

# Bioassay records deposited in PubChem by NMMLSC.
